VHR inh abs – blocks human VHR1 dual specificity phosphatase | recombinant VHR phosphatase, pNPP absorbance | P51452 | 290,000 compounds, 0.52% hits | inhibition, % at 13.3 µM; in the data active means inhibition above about 50%; further: some compounds called inactive have numbers as strong as hits
Target sequence (P51452 whole entry, looked up): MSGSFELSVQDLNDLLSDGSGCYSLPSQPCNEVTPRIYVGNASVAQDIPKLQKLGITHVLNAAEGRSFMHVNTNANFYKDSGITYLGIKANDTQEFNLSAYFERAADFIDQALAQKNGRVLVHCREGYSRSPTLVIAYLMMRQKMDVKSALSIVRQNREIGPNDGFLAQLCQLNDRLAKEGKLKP
PriA SSB inh – K. pneumoniae PriA-SSBct interaction inhibition | AlphaScreen SSBct-PriA binding, biotinylated peptide | inhibition, % at 33 µM | 430,000 compounds, 0.6% hits | AID 1272365; in the data active means inhibition mostly above about 37%, no sharp cut-off; inactive means mostly below about 20%;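 further: plate controls were negative control peptide for no effect and reference peptide for full effect; strong numbers were not always called active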
BoNT F protease – blocks Botulinum neurotoxin F light chain protease; Multiplex microsphere protease cleavage assay, flow cytometry; 360,000 compounds, 0.22% hits; inhibition, % at 10 µM; in the data active means inhibition above about 35%, passing the limit was not always enough; further: plate controls were buffer without enzyme for full effect and enzyme alone for no effect
Anthrax LF inh2 – inhibitors of Bacillus anthracis lethal factor protease; AID 588501; multiplex microsphere protease cleavage assay, LF; P15917; 360,000 compounds, 0.12% hits; inhibition, % at 10 µM; further: plate controls were buffer without enzyme for full effect and enzyme alone for no effect
MazEF act – MazEF (E. coli) toxin RNase activation; P0AE70; FAM/BHQ RNA-DNA oligo cleavage fluorescence, 5 h; activation, % at 20 µM; 350,000 compounds, 0.32% hits; in the data active means activation above about 50%
Target sequence (P0AE70 whole entry, looked up): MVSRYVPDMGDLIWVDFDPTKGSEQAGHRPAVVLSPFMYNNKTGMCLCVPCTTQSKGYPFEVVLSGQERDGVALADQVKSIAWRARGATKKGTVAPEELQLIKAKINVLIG
BoNT-A LC inh2 – BoNT A light chain protease inhibition; multiplex microsphere protease substrate cleavage, flow cytometry; 360,000 compounds, 0.17% hits; inhibition, % at 10 µM; AID 588499; further: plate controls were buffer without enzyme for full effect and enzyme alone for no effect
3CLpro inhibitor – SARS-CoV 3CLpro protease inhibition. P0C6X7. 290,000 compounds, 0.14% hits. recombinant SARS-CoV 3CLpro, quenched FRET peptide cleavage. inhibition, % at 6 µM; in the data active means inhibition above about 12%
PrPC TRFRET – cell surface PrPC inhibition, primary TR-FRET screen; inhibition, % at 13.8 µM; P04156; TR-FRET read-out; 370,000 compounds, 0.43% hits; in the data active means inhibition above about 24%; further: 0% = median of the test wells and 100% = reference compound wells
CCHF vOTU inh – CCHFV vOTU protease inhibition; Pep-AMC fluorescence; inhibition, % at 11.5 µM; 370,000 compounds, 0.55% hits; AID 651958; in the data active means inhibition above about 30%; further: 0% = vehicle wells with enzyme and 100% = no enzyme wells
Rv3671c inh – inhibitors of M. tuberculosis serine protease Rv3671c. P9WHR9. inhibition, % at 5.96 µM. 320,000 compounds, 0.048% hits; in the data active means inhibition above about 38%;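 further: extracellular domain of Rv3671c used as enzyme; 0% = enzyme with DMSO and 100% = no enzyme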
Target sequence (P9WHR9 whole entry, looked up, the tested form may be a part): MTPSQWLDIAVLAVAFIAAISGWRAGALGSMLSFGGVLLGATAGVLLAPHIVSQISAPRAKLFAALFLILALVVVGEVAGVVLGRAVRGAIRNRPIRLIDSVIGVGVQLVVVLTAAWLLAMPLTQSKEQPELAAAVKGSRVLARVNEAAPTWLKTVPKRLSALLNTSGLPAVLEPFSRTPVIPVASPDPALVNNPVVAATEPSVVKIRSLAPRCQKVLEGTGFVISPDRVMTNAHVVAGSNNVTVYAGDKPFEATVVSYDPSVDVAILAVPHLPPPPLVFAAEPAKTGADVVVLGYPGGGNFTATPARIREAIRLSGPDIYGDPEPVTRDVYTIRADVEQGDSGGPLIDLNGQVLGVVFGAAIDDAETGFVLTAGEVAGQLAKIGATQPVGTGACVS
Active calls of the source: *. Unless noted, no stated cut-off is given here; in the data, active means inhibition above about 30%; inconclusive means no clear call, values can overlap the other calls; inactive means below that. A portion of the library, so the mix of outcomes need not match the whole.

Results for COc1cccc(NC(=S)N2CCN(c3ccccn3)CC2)c1 ?
VHR inh abs: 12; PriA SSB inh: 12; BoNT F protease: -5; Anthrax LF inh2: -3; MazEF act: -2; BoNT-A LC inh2: -0.6; 3CLpro inhibitor: 8; PrPC TRFRET: 7; CCHF vOTU inh: -6; Rv3671c inh: -1

How did O=C(NCc1ccccc1)c1ccc2nccnc2c1 do in these assays?
VHR inh abs: 20; PriA SSB inh: -10; BoNT F protease: 0; Anthrax LF inh2: -2; MazEF act: 4; BoNT-A LC inh2: -0.2; 3CLpro inhibitor: 0; PrPC TRFRET: -20; CCHF vOTU inh: -3; Rv3671c inh: -2

What do the screens show for `Cn1cccc1CC(=O)N/N=C/C(Cl)=C/c1ccccc1`?
VHR inh abs: 4; BoNT F protease: -2; Anthrax LF inh2: 0; MazEF act: -2; BoNT-A LC inh2: -0.2; 3CLpro inhibitor: 3; PrPC TRFRET: 3; CCHF vOTU inh: -1; Rv3671c inh: -15

What do the screens show for `S=C(NCc1ccccn1)Nc1ccccc1`?
VHR inh abs: 10; PriA SSB inh: -11; BoNT F protease: 1; Anthrax LF inh2: 0; MazEF act: -6; BoNT-A LC inh2: 0.0; 3CLpro inhibitor: 4; PrPC TRFRET: 5; CCHF vOTU inh: 5; Rv3671c inh: 6

How did CC1(C)CC(=O)C2=C(C1)OC(N)=C(C#N)C2c1ccc(OC(=O)N2CCOCC2)cc1 (centres undefined) do in these assays?
VHR inh abs: 8; PriA SSB inh: -11; BoNT F protease: -2; Anthrax LF inh2: 7; MazEF act: 11; BoNT-A LC inh2: -1.1; 3CLpro inhibitor: -1; PrPC TRFRET: 1; CCHF vOTU inh: -3; Rv3671c inh: -2

Results for CN(C)CC/C=C1/c2ccccc2CS(=O)(=O)c2ccccc21 ?
PriA SSB inh: 6; BoNT F protease: -4; Anthrax LF inh2: -1; MazEF act: 9; BoNT-A LC inh2: -0.6; PrPC TRFRET: 8; CCHF vOTU inh: -1; Rv3671c inh: -11

How did Cc1cc(C=O)c(C)n1-c1ccc(Oc2ccc([N+](=O)[O-])cn2)cc1 do in these assays?
VHR inh abs: -1; PriA SSB inh: -10; BoNT F protease: 1; Anthrax LF inh2: 0; MazEF act: -1; BoNT-A LC inh2: 0.0; 3CLpro inhibitor: 5; PrPC TRFRET: -1; CCHF vOTU inh: -5; Rv3671c inh: -5

How did CCOC(=O)N1CCN(Cc2ccc3ccccc3c2)CC1 do in these assays?
VHR inh abs: 5; PriA SSB inh: -1; BoNT F protease: 25; Anthrax LF inh2: -14; MazEF act: 3; BoNT-A LC inh2: -1.6; 3CLpro inhibitor: 2; PrPC TRFRET: 3; CCHF vOTU inh: 6

Results for COc1ccc(-c2oc3ccc(-c4cc(OC)c(OC)c(OC)c4)cc3c2-c2ccc(OC)nc2)cc1 ?
VHR inh abs: 17; PriA SSB inh: -2; BoNT F protease: 3; Anthrax LF inh2: -19; MazEF act: -2; BoNT-A LC inh2: 0.2; 3CLpro inhibitor: 5; PrPC TRFRET: 2; CCHF vOTU inh: 2; Rv3671c inh: -5

How did Cc1ccc(S(=O)(=O)N2CCN(C3CC4CCC3C4)CC2)cc1 (centres undefined) do in these assays?
VHR inh abs: -17; PriA SSB inh: -9; BoNT F protease: -29; Anthrax LF inh2: 6; MazEF act: -1; BoNT-A LC inh2: -0.6; 3CLpro inhibitor: 1; PrPC TRFRET: 1; CCHF vOTU inh: 9; Rv3671c inh: -7

Results for FC(F)(F)c1cnc(C(c2ccccc2)c2ncn[nH]2)c(Cl)c1 (centres undefined) ?
VHR inh abs: 26; PriA SSB inh: -5; BoNT F protease: -6; Anthrax LF inh2: -3; MazEF act: -26; BoNT-A LC inh2: -1.3; 3CLpro inhibitor: -1; PrPC TRFRET: -13; CCHF vOTU inh: -11; Rv3671c inh: 8

What do the screens show for `Cc1ccc(C)c(N2C(=N)S/C(=C\c3ccc(-c4ccccc4C(=O)O)o3)C2=O)c1`?
VHR inh abs: 41; PriA SSB inh: 0; BoNT F protease: 2; Anthrax LF inh2: 0; MazEF act: 8; BoNT-A LC inh2: 0.4; 3CLpro inhibitor: 4; PrPC TRFRET: -7; CCHF vOTU inh: 15; Rv3671c inh: 0

Results for COc1ccc(NS(=O)(=O)c2cccc(C(=O)NCC3(N4CCCCC4)CCCCC3)c2)cc1 ?
PriA SSB inh: -7; BoNT F protease: -18; Anthrax LF inh2: 2; MazEF act: 9; BoNT-A LC inh2: -5.5; PrPC TRFRET: -4; CCHF vOTU inh: 4; Rv3671c inh: 4

What do the screens show for `COC(=O)/C(C#N)=C/c1ccc(C)o1`?
VHR inh abs: 11; PriA SSB inh: -7; BoNT F protease: -2; Anthrax LF inh2: 3; MazEF act: 7; BoNT-A LC inh2: 0.2; 3CLpro inhibitor: -1; PrPC TRFRET: 0; CCHF vOTU inh: 12; Rv3671c inh: -12

How did CCN(CC)S(=O)(=O)c1ccc(C(=O)NCc2ccc(C)cc2)cc1 do in these assays?
VHR inh abs: 19; PriA SSB inh: -19; BoNT F protease: 7; Anthrax LF inh2: 2; MazEF act: 0; BoNT-A LC inh2: 0.0; 3CLpro inhibitor: -2; PrPC TRFRET: -1; CCHF vOTU inh: 13; Rv3671c inh: -13

What do the screens show for `COc1ccc(CNc2nc3ccccc3s2)cc1OC`?
VHR inh abs: 9; PriA SSB inh: 6; BoNT F protease: 2; Anthrax LF inh2: -14; MazEF act: -1; BoNT-A LC inh2: 0.6; 3CLpro inhibitor: -2; PrPC TRFRET: 2; CCHF vOTU inh: -10; Rv3671c inh: 2

Results for O=C(NCc1ccco1)c1cc(NS(=O)(=O)c2cccc([N+](=O)[O-])c2)ccc1O ?
VHR inh abs: 4; PriA SSB inh: -5; BoNT F protease: -3; Anthrax LF inh2: -2; MazEF act: 5; BoNT-A LC inh2: -0.8; 3CLpro inhibitor: 4; PrPC TRFRET: -8; CCHF vOTU inh: 8; Rv3671c inh: 2

How did O=C1CC(c2ccc(Cl)cc2)n2nc(N3C(=O)CCC3=O)nc2N1 (centres undefined) do in these assays?
VHR inh abs: -12; PriA SSB inh: -3; BoNT F protease: 3; Anthrax LF inh2: -6; MazEF act: 7; BoNT-A LC inh2: -1.1; 3CLpro inhibitor: 3; PrPC TRFRET: -4; CCHF vOTU inh: -13; Rv3671c inh: -5

Results for CC(C)(C)c1ccc(C(=O)O/N=C(\N)c2ccccn2)cc1 ?
VHR inh abs: 20; PriA SSB inh: inactive; BoNT F protease: 4; Anthrax LF inh2: -1; MazEF act: 4; BoNT-A LC inh2: 1.6; 3CLpro inhibitor: -3; PrPC TRFRET: -3; CCHF vOTU inh: 15; Rv3671c inh: 4

What do the screens show for `Cc1cc(NC(=O)CN(C)S(=O)(=O)c2ccc(-c3ccc(=O)[nH]n3)s2)ccc1Br`?
VHR inh abs: -37; PriA SSB inh: 2; BoNT F protease: -4; Anthrax LF inh2: 0; MazEF act: -33; BoNT-A LC inh2: -1.1; 3CLpro inhibitor: -3; PrPC TRFRET: -7; CCHF vOTU inh: 4; Rv3671c inh: -3

Results for CSCC[C@H](NC(=O)NCc1cccs1)C(=O)O ?
VHR inh abs: 8; PriA SSB inh: -6; BoNT F protease: -4; Anthrax LF inh2: -4; MazEF act: 7; BoNT-A LC inh2: -0.9; 3CLpro inhibitor: 0; PrPC TRFRET: -8; CCHF vOTU inh: -7; Rv3671c inh: 4

How did Cc1ccc(CNC(=O)[C@H](Cc2ccccc2)NC(=O)C2CCNCC2)cc1 do in these assays?
VHR inh abs: -20; PriA SSB inh: -8; BoNT F protease: 8; Anthrax LF inh2: -4; MazEF act: 0; BoNT-A LC inh2: 0.7; 3CLpro inhibitor: 1; PrPC TRFRET: 9; CCHF vOTU inh: 13; Rv3671c inh: 2

What do the screens show for `O=C(NC1CC1)c1ccc(NC(=O)C2CCCC2)cc1`?
PriA SSB inh: 5; BoNT F protease: 5; Anthrax LF inh2: 0; MazEF act: 7; BoNT-A LC inh2: 0.3; PrPC TRFRET: -5; CCHF vOTU inh: 1

How did COc1cc(OC)c(C(=O)OCC(=O)N2CCOCC2)cc1OC do in these assays?
VHR inh abs: 6; PriA SSB inh: -15; BoNT F protease: -22; Anthrax LF inh2: -5; MazEF act: 7; BoNT-A LC inh2: -3.9; 3CLpro inhibitor: 0; PrPC TRFRET: -8; CCHF vOTU inh: 8; Rv3671c inh: 0

Results for COCCCNC(=O)CC1C[C@H](C(=O)N2CCCCC2)[C@@]2(C)c3[nH]c4ccc(OC)cc4c3CCN2C1=O (some centres undefined) ?
PriA SSB inh: -5; BoNT F protease: -1; Anthrax LF inh2: 2; MazEF act: 11; BoNT-A LC inh2: -0.1; PrPC TRFRET: 0; CCHF vOTU inh: -1

Results for COc1cccc(C2c3cc4c(cc3OC(C)(N3CCCC3)C2C)OCO4)c1O (centres undefined) ?
PriA SSB inh: 6; BoNT F protease: 4; Anthrax LF inh2: 6; MazEF act: -2; BoNT-A LC inh2: -0.5; PrPC TRFRET: 0; CCHF vOTU inh: 6

What do the screens show for `CCOc1ccc(CCNC(=O)C2CCCN(c3ncnc4c3nc3n4CCCCC3)C2)cc1` (centres undefined)?
VHR inh abs: 23; PriA SSB inh: 2; BoNT F protease: 5; Anthrax LF inh2: 0; MazEF act: -3; BoNT-A LC inh2: 2.3; 3CLpro inhibitor: -4; PrPC TRFRET: 6; CCHF vOTU inh: 6; Rv3671c inh: 2

Results for O=C(OCC(=O)N1CCCC1=O)c1cc2ccccc2o1 ?
PriA SSB inh: -1; BoNT F protease: -6; Anthrax LF inh2: -5; MazEF act: -1; BoNT-A LC inh2: -0.5; PrPC TRFRET: 0; CCHF vOTU inh: -1; Rv3671c inh: 0

Results for O=C(Nc1nc2ccc(S(=O)(=O)N3CCCC3)cc2s1)c1ccco1 ?
VHR inh abs: -5; PriA SSB inh: -5; BoNT F protease: 0; Anthrax LF inh2: -1; MazEF act: -6; BoNT-A LC inh2: -0.2; 3CLpro inhibitor: 3; PrPC TRFRET: 5; CCHF vOTU inh: 21; Rv3671c inh: -1

What do the screens show for `CC(=O)Nc1cc2c(cc1NC(=O)Cn1nc(-c3ccc(F)cc3)ccc1=O)OCCO2`?
VHR inh abs: -2; PriA SSB inh: -14; BoNT F protease: 4; Anthrax LF inh2: -1; MazEF act: 8; BoNT-A LC inh2: -0.7; 3CLpro inhibitor: -7; PrPC TRFRET: 1; CCHF vOTU inh: 4; Rv3671c inh: 8

Part of the list above in order of formula weight, ascending:
What do the screens show for `O=C(NC1CC1)c1ccc(NC(=O)C2CCCC2)cc1`?
PriA SSB inh: 5; BoNT F protease: 5; Anthrax LF inh2: 0; MazEF act: 7; BoNT-A LC inh2: 0.3; PrPC TRFRET: -5; CCHF vOTU inh: 1

Results for O=C(OCC(=O)N1CCCC1=O)c1cc2ccccc2o1 ?
PriA SSB inh: -1; BoNT F protease: -6; Anthrax LF inh2: -5; MazEF act: -1; BoNT-A LC inh2: -0.5; PrPC TRFRET: 0; CCHF vOTU inh: -1; Rv3671c inh: 0

Results for COc1cccc(C2c3cc4c(cc3OC(C)(N3CCCC3)C2C)OCO4)c1O (centres undefined) ?
PriA SSB inh: 6; BoNT F protease: 4; Anthrax LF inh2: 6; MazEF act: -2; BoNT-A LC inh2: -0.5; PrPC TRFRET: 0; CCHF vOTU inh: 6

What do the screens show for `CC(=O)Nc1cc2c(cc1NC(=O)Cn1nc(-c3ccc(F)cc3)ccc1=O)OCCO2`?
VHR inh abs: -2; PriA SSB inh: -14; BoNT F protease: 4; Anthrax LF inh2: -1; MazEF act: 8; BoNT-A LC inh2: -0.7; 3CLpro inhibitor: -7; PrPC TRFRET: 1; CCHF vOTU inh: 4; Rv3671c inh: 8

Screens deposited in PubChem BioAssay by several laboratories.
